Source: PubChem
GPR55 antagonists = GPR55 antagonists blocking LPI-driven arrestin recruitment, primary screen, imaging, U2OS, beta-arrestin-GFP, LPI agonist (AID 2013); G-protein coupled receptor 55 (Homo sapiens); U2OS GPR55 beta-arrestin-GFP translocation imaging, LPI antagonism; higher % means a stronger effect; inhibition, % at 10 µM, or IC50 in µM where a hit was titrated; 290,000 tested, 0.13% active;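 active means spots per cell inhibited over 60%, with over 100 cells counted and total cytoplasm intensity under 500,000; inconclusive means wells with under 100 cells, flagged as likely toxic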;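 further: U2OS cells stably carrying GPR55 and arrestin-GFP stimulated by 5 µM LPI near EC80; imaged beta-arrestin-GFP aggregate spots per cell after agonist stimulation; plate controls were LPI-stimulated DMSO wells for no effect and DMSO wells without LPI for full effect; some results filed as inactive read as strong as hits; confirmed hits need IC50 under 10 µM and bright autofluorescent wells are also inconclusive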
KOR beta-arrestin-1 = KOR agonists, beta-arrestin recruitment, primary screen, cell-based, luminescence, uHTS (AID 1777) | Kappa-type opioid receptor (Homo sapiens) | KOR beta-arrestin recruitment, luminescence; higher % means a stronger effect | activation, % at 10 µM; hits with a dose series show EC50 in µM | 280,000 tested, 0.02% active; in the data active means activation above about 50%, passing the limit was not always enough; further: a part of the inactive calls stands beside numbers as strong as those of hits
KOR beta-arrestin-2 = KOR antagonists, beta-arrestin recruitment, cell-based, luminescence, uHTS (AID 1778) | Kappa-type opioid receptor (Homo sapiens) | KOR beta-arrestin recruitment, luminescence, antagonist mode; higher % means a stronger effect | inhibition, % at 10 µM, or IC50 in µM where a hit was titrated | 290,000 tested, 0.091% active; further: strong numbers were not always called active
NOD2 inhibition = NOD2 signaling inhibitors, cell-based, luminescence, uHTS, HEK293 (AID 1566) | HEK293 NOD2/NF-kB luciferase reporter, luminescence; higher % means a stronger effect | inhibition, % at 4 µM, or EC50 in µM where a hit was titrated | 290,000 tested, 0.63% active; further: many of its hits are not listed in these tables
NTR1 agonist = agonists of NTR1, primary screen, imaging, U2OS cells, beta-arrestin-GFP, high content (AID 493036); NTR1-U2OS beta-arrestin-GFP spot imaging, agonist mode; 330,000 tested, 0.17% active; Neurotensin receptor type 1 (Homo sapiens), P30989; activation, % at 20 µM;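 active means activation at or above 40% of the spot to cytoplasm intensity ratio, with at least 20 cells analyzed; inconclusive means wells under 20 cells, flagged as cytotoxic or low count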;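 further: 0% = DMSO without peptide and 100% = 100 nM NTR1 peptide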
Target sequence (P30989 whole entry, looked up): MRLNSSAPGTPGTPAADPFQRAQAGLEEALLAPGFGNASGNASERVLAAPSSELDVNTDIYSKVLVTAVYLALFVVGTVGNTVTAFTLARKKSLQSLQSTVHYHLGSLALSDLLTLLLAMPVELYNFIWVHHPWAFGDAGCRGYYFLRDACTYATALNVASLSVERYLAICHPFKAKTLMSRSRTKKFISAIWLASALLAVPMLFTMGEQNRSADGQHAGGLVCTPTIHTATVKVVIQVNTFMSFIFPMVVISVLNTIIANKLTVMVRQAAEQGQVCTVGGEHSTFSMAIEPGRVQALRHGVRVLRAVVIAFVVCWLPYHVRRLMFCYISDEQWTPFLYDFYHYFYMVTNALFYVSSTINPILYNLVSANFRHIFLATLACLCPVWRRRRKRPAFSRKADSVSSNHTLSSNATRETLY
NOD1 inhibition = NOD1 signaling inhibitors, primary screen, cell-based, luminescence, uHTS (AID 1578) | NOD1-driven NF-kB luciferase reporter cells, luminescence; higher % means a stronger effect | inhibition, % at 4 µM, or EC50 in µM where a hit was titrated | 290,000 tested, 1% active; in the data active means inhibition mostly above about 36%, no sharp cut-off; inactive means mostly below about 34%;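 further: HEK-293T reporter cells stimulated with the NOD1 agonist gamma-tri-DAP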
T cell modulator = modulators of CD8 T cell-vesicle binding, primary screen, mouse 2C CD8+ T cells, flow cytometry; 2C CD8+ T cell-vesicle binding; hits give low values; AID 2052, 2009; calls only at 7 µM; 330,000 tested, 0.068% active;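 active means response, share of CD8 T cells binding vesicles, and their 90th percentile fluorescence all below set limits, cut at about 80% in these data, passing the limit was not always enough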
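incubation = binding step 1.5 h, 37 °C, antibody labelling 20 min, ice | test system = 2C mouse CD8+ T cells | read-out basis = percent CD8+ FL2 mean versus row control | controls = Peptide-free naked vesicles (low) and QL9 vesicles with 0.7% DMSO vehicle (high) | detection = flow cytometry of vesicle-bound cells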
Myeloid diff MLP = induction of myeloid progenitor differentiation, primary screen, cell-based, flow cytometry, MLPCN library; ER-HoxA9 myeloid progenitors, lysozyme-GFP differentiation; calls only at 10 µM; 360,000 tested, 1% active; AID 624256, 2012;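 active means normalized GFP-positive differentiation at or above the plate's own cutoff, the solvent-only control mean plus 3 SD; inconclusive means no clear call, values can overlap the other calls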;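 further: cells exposed to compound for four days before flow analysis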
GPR55 activation = GPR55 agonists via beta-arrestin recruitment, primary screen, imaging, U2OS cells, beta-arrestin-GFP redistribution (AID 1961) | activation, % at 10 µM; hits with a dose series show EC50 in µM | 290,000 tested, 0.048% active | G-protein coupled receptor 55 (Homo sapiens) | U2OS GPR55 beta-arrestin-GFP redistribution imaging; higher % means a stronger effect;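 active means activation above 40% with more than 50 cells counted in the well; inconclusive means wells holding fewer than 50 cells, flagged as toxic or sparse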;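 further: U2OS osteosarcoma cells stably expressing GPR55 and beta-arrestin-GFP; plate controls were DMSO negative control for no effect and LPI positive control for full effect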
T cell modulator vesicle-bound % = further read-out of T cell modulator, marked with its call; double positive events, %; measured here: CD8+ vesicle-bound cell fraction;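 binding gate set so that unloaded-vesicle control wells show 10% double positive cells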
NTR1 agonist cell count 20 µM = also measured in NTR1 agonist; calls as there; cell count; measured here: cell count, cytotoxicity flag
Myeloid diff MLP GFP+ MAC1+ % = recorded beside Myeloid diff MLP, whose call it bears; GFP+ MAC1+ double positive, %; measured here: differentiation confirmed by MAC1 staining
* marks the source's active call; other numbers are inactive results; i = inactive; ? = inconclusive; nt = no result given; [ ] = remark or other dose. Unless noted, no stated cut-off is given here; in the data, active means inhibition above about 50%; inactive means the rest. The list is partial; the hit share may differ from the screen's.

Every second line gives: NOD2 inhibition	GPR55 activation	NOD1 inhibition	T cell modulator	Myeloid diff MLP GFP+ MAC1+ %	Myeloid diff MLP	NTR1 agonist cell count 20 µM	NTR1 agonist	KOR beta-arrestin-1	T cell modulator vesicle-bound %	KOR beta-arrestin-2	GPR55 antagonists
- CCOc1ccc(CONS(=O)(=O)c2ccc(NC(C)=O)cc2)cc1Cl
    10%	-0.4%	4%	i	nt	?	73	0.7	5.2%	62	40%	15%
- CS(=O)(=O)N1CCN(c2ccccc2NC(=O)Cc2ccc(Cl)cc2)CC1
    3%	-0.1%	-32%	i	1.0	i	37	0.3	-3.3%	17	6%	-4%
- CC(C)(C)S(=O)(=O)c1ccccc1C(=O)O
    0%	0.3%	-12%	i	0.8	i	52	-1.6	-1.8%	50	14%	2%
- COc1ccc(C(=O)CCNc2ccc3c(c2)OCCO3)cc1
    -74%	-0.1%	25%	i	0.4	i	45	-0.7	7.8%	30	-20%	-5%
- CCn1c(COc2cccc3cccnc23)nnc1SC(F)F
    9%	0.1%	-22%	i	0.5	i	87	-0.6	2.8%	28	-13%[20 µM]	6%
- CCN(CC)S(=O)(=O)c1ccc2c3c(cccc13)C(=O)S2
    37%	0.2%	31%	i	6.5	i	57	3.2	2.9%	16	-32%	2%
- CN1C[N+]([O-])=C(c2ccccc2)C1(C)C
    -7%	-0.2%	-8%	i	6.1	i	33	-0.9	-3.6%	24	4%	-8%
- CC(=O)c1ccc(NC(=S)NC2CCCC(C)C2C)cc1 (stereo unspecified)
    6%	0.1%	-19%	i	0.2	i	61	0.1	2.4%	31	-8%	9%
- CCn1c(SCC(=O)Nc2ccc(OC)c(OC)c2)nnc1-c1ccco1
    11%	0.3%	-5%	i	0.9	i	53	0.5	-1.8%	19	2%	8%
- COc1cc(/C=N/NC(N)=O)ccc1OCC(=O)Nc1cc(C)c(C)cc1Br
    -14%	0.3%	-35%	i	0.3	i	42	-0.7	3.3%	46	-61%[20 µM]	9%
- CC(C)C(=O)Nc1cccc(NC(=S)NC(=O)c2ccccc2Cl)c1
    -7%	-0.1%	12%	i	0.6	i	78	4.5	2.0%	52	-6%	10%
- COc1ccc(NC(=O)CCCNC(=O)c2ccc(Cl)cc2)cc1OC
    0%	0.6%	-5%	i	0.5	i	71	-0.7	4.1%	19	-20%	4%
- Cc1c(Br)c(C(F)(F)F)nn1CC(=O)NCC1CCCO1 (stereo unspecified)
    -4%	-0.3%	-11%	i	1.3	i	54	0.4	-2.9%	30	-24%	-9%
- Cc1occc1C(=O)Nc1nn[nH]n1
    1%	-0.1%	-18%	i	0.8	i	33	-0.2	2.1%	24	-53%	4%
- Fc1ccccc1C(c1nnnn1Cc1ccc2c(c1)OCO2)N1CCN(Cc2ccco2)CC1 (stereo unspecified)
    -9%	0.3%	-14%	i	0.8	i	66	2.8	8.7%	38	7%	9%
- COc1cc2c(cc1OC)-c1cc(NC3CCCCCC3)nc(=O)n1CC2
    -28%	-0.2%	-22%	i	4.3	i	40	-0.7	5.6%	40	24%	-7%
- CCOC(=O)NCc1ccccc1
    15%	-0.2%	17%	i	1.1	i	63	-1.5	1.6%	13	-9%[20 µM]	4%
- Cc1csc(SCC(=O)NCCc2ccc(Cl)cc2)n1
    0%	-0.1%	-23%	i	0.6	i	49	0.3	6.0%	44	-3%	2%
- CCCC1(C(=O)O)NC(c2ccc(OC)cc2O)C2C(=O)N(c3ccc(OC)cc3)C(=O)C21 (stereo unspecified)
    3%	0.3%	-11%	i	1.3	i	61	0.9	4.3%	38	16%	2%
- Cc1cccc(NC(=O)c2cc(Cl)sc2Cl)c1C
    -12%	-0.5%	-40%	i	0.5	i	66	-2.3	-3.5%	41	12%	5%
- COC(=O)c1cc(NC(=O)CN(c2ccc3c(c2)OCO3)S(C)(=O)=O)ccc1Cl
    -12%	-0.2%	-23%	i	0.3	i	42	-1.2	7.5%	40	2%	0%
- CCCNC(=O)CSc1nnc(-c2ccccc2Br)n1-c1cccc(C(F)(F)F)c1
    -6%	-0.2%	-5%	i	0.1	i	80	-0.2	0.4%	38	-6%	2%
- CCOC(=O)N1CCN(C(=O)Nc2cccc3ccccc23)CC1
    9%	0.2%	-36%	i	0.2	i	62	-0.4	nt	20	-33%[20 µM]	1%
- CC(=O)Oc1c(S(=O)(=O)c2ccccc2)c(C)nn1C(C)(C)C
    -72%	-0.1%	-23%	i	1.0	i	56	2.0	3.2%	48	-13%	12%
- O=C(Cc1c(F)cccc1Cl)NNC(=S)Nc1ccc(S(=O)(=O)Nc2ncccn2)cc1
    -7%	0.3%	-12%	i	1.1	i	61	0.7	1.2%	67	6%	14%
- CC1CCN(CCCCOc2ccccc2Br)CC1
    -14%	-0.3%	-47%	i	0.4	i	66	-0.4	-1.2%	48	21%	13%
- Nc1ccc(NC(=O)c2ccco2)c(Cl)c1
    -18%	-0.1%	-31%	i	0.2	i	54	-1.2	-5.5%	56	23%[20 µM]	8%
- O=C1C(=C2CCCCC2)SC(=S)N1Cc1ccco1
    0%	-0.2%	11%	i	0.8	i	90	3.4	23%	43	-23%	-14%
- Cc1ccccc1NC(=O)CC1SC(=NC2CCCCC2)NC1=O (stereo unspecified)
    -4%	-0.1%	-35%	i	1.1	i	64	-1.2	1.5%	22	-5%	5%
- Cc1cccc(NC(=O)CN(C)S(=O)(=O)c2ccc(Br)cc2)n1
    8%	-0.1%	-2%	i	0.9	i	52	-0.8	0.0%	25	20%	-4%
- O=C(O)C1CCCCC1C(=O)Nc1cnn(Cc2ccccc2)c1 (stereo unspecified)
    -2%	-0.3%	20%	i	0.5	i	33	0.5	3.6%	24	-37%	21%
- O=C(Nc1nccs1)c1ccc2ccccc2c1
    -141%	-0.1%	-76%	i	0.1	i	54	-0.2	-1.0%	33	-46%[20 µM]	-5%
- Cc1cccc(NC(=O)CCOc2ccccc2)c1C
    -107%	0.2%	-4%	i	1.7	i	56	-0.3	-1.8%	28	-9%	-4%
- NS(=O)(=O)c1ccc(NC(=O)/C=C/c2cccs2)cc1
    6%	-0.1%	-10%	i	1.2	i	47	0.4	0.4%	57	44%	3%
- O=C1C2C3C=CC(C3)C2C(=O)N1c1ccc(S(=O)(=O)Nc2nccs2)cc1 (stereo unspecified)
    15%	-0.1%	-10%	i	0.8	i	73	0.7	5.9%	17	12%	5%
- C=CCn1c(COc2ccccc2C)nnc1SCC(=O)O
    11%	0.2%	-6%	i	0.4	i	46	0.6	-0.5%	17	-34%	1%
- CC(NC(=O)CNC(=O)[C@@H]1Cc2ccccc2CN1)c1ccccc1 (stereo partly specified)
    14%	-0.1%	-10%	i	1.6	i	63	0.3	-3.1%	21	-14%	-3%
- CC(NC(=S)Nc1ccccc1)C(c1cccs1)N1CCOCC1 (stereo unspecified)
    14%	-0.1%	3%	i	0.6	i	57	3.6	-3.9%	53	12%	11%
- O=C(CN1CCN(c2ccccc2)CC1)Nc1ccc(Oc2ccccc2)cc1
    -19%	-0.1%	-2%	i	0.2	i	72	0.6	1.4%	13	11%	9%
- CCOC(=O)c1sc(NC(=O)c2cc3n(n2)C(C(F)(F)F)CC(c2ccccc2)N3)c(C(=O)OCC)c1C (stereo unspecified)
    29%	-0.2%	18%	i	6.2	i	61	-1.0	-2.2%	66	-8%	-9%
- CCCN1CCN(C(=O)Nc2cccc(C(F)(F)F)c2)CC1
    -16%	-0.1%	0%	i	0.9	i	68	-0.2	-3.0%	21	-38%[20 µM]	11%
- Cc1ccc(NC(=O)C(=O)NCc2ccco2)c(C)c1
    -50%	-0.1%	2%	i	0.5	i	63	-0.5	nt	26	23%[20 µM]	13%
- CCCCCn1c(=O)c(C(=O)OCC)c(O)c2ccccc21
    -3%	0.0%	-30%	i	0.3	i	62	2.1	3.9%	47	-24%	-4%
- O=C(O)c1ccccc1SC1CC(=O)N(c2cccc3ccccc23)C1=O (stereo unspecified)
    16%	0.7%	2%	nt	0.2	i	nt	nt	7.1%	nt	-26%	12%
- CCNS(=O)(=O)c1ccc(CCC(=O)N2CCN(c3ccccc3)CC2)cc1
    1%	-0.1%	-13%	i	0.6	i	49	1.0	-6.1%	64	20%	-2%
- CCCc1cc(C(=O)Nc2cccc([N+](=O)[O-])c2)cs1
    -10%	0.0%	-38%	i	0.3	i	55	5.8	3.1%	7	-20%	-3%
- CCOC(=O)c1ccccc1NC(=O)CSc1nccn1C
    7%	-0.1%	-20%	i	2.3	i	30	0.7	-4.7%	33	-16%	-2%
- CO/N=C/c1ccc(Sc2ccccc2)c([N+](=O)[O-])c1
    9%	0.2%	-4%	i	0.8	i	34	-0.4	-8.3%	23	4%	7%
- O=[N+]([O-])c1ccc(NC(=S)N2CCN(c3ccccn3)CC2)cc1
    2%	-0.1%	-8%	i	0.4	i	65	-0.4	-2.8%	58	1%	-2%
- O=C(/C=C/c1ccco1)Nc1cccc2cccnc12
    -47%	-0.3%	-54%	i	0.2	i	101	1.1	1.0%	50	-3%	10%

(list continues)
Every second line gives: NOD2 inhibition	GPR55 activation	NOD1 inhibition	T cell modulator	Myeloid diff MLP GFP+ MAC1+ %	Myeloid diff MLP	NTR1 agonist cell count 20 µM	NTR1 agonist	KOR beta-arrestin-1	T cell modulator vesicle-bound %	KOR beta-arrestin-2	GPR55 antagonists
- Cc1ccc(Cl)cc1N1CCN(Cc2cc3c(cc2O)CCC3)CC1
    0%	0.3%	19%	i	1.1	i	92	-0.9	-3.0%	32	-29%	13%
- COc1cc(S(=O)(=O)Nc2ncccc2C)c(OC)cc1Cl
    -9%	?	-26%	i	1.6	i	54	0.2	-3.2%	8	22%	10%
- Clc1ccc(OCCCN2CCCC2)cc1Cl
    16%	0.2%	-9%	i	0.2	i	79	-1.1	3.0%	48	20%	3%
- Cc1ccccc1C(=O)N1CCN(CCNC(=O)C(=O)Nc2ccc(Br)cc2)CC1
    12%	-0.1%	-11%	i	0.7	i	59	-0.6	3.2%	55	-18%	-2%
